Compound activity as filed in PubChem.
KAT2A inh – GCN5L2 (KAT2A) acetyltransferase inhibition; Q92830; 390,000 tested, 0.21% active; AID 504327; GCN5L2 HAT assay, ThioGlo1 CoA-SH fluorescence; Potency, µM (series often up to 58.9 µM), inactives show top-dose activity change, negative = inhibition, actives largely listed as inhibitors
Target sequence (Q92830 whole entry, looked up): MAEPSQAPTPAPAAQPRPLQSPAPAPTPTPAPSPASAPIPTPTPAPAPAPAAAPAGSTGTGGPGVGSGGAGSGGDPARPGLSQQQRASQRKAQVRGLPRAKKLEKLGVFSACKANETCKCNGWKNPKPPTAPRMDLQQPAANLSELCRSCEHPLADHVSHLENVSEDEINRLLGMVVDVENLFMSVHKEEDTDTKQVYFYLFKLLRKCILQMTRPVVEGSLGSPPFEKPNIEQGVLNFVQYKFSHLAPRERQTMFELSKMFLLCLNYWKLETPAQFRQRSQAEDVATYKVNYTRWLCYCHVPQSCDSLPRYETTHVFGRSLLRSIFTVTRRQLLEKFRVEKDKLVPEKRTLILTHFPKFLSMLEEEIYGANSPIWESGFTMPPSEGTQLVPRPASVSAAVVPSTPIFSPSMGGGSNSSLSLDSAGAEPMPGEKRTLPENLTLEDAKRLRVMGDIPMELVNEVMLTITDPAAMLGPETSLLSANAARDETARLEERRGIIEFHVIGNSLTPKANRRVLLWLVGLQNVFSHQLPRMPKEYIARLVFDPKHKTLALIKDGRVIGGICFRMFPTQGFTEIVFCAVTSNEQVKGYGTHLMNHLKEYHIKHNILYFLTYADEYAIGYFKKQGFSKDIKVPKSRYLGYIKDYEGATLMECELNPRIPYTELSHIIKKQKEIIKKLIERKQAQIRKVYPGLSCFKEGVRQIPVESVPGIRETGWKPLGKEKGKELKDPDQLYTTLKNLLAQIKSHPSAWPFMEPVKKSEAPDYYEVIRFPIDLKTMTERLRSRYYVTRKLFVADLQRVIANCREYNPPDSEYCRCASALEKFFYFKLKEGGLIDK
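qHTS, 1536-well. 20nM enzyme, pH 7.5 HEPES/EDTA/Tween-20 buffer; 15 min compound preinc., RT. Start: 75uM H3(1-25), 70uM AcCoA, 50uM ThioGlo1. Read Ex340/Em540 at t=0 (autofluorescence flag) and t=20 min.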
N370S GC mod – inhibitors or activators of N370S glucocerebrosidase for Gaucher disease. P04062. Potency, µM (series often up to 59.4 µM), for the others: top-dose activity change, negative = inhibition, actives largely listed as inhibitors. 330,000 tested, 0.092% active. N370S GC spleen homogenate, 4MU-glucoside fluorescence;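 also: 0% = full enzyme activity and -100% = no enzyme basal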
FEN1 inh – blocks human flap endonuclease 1; P39748; Recombinant FEN1 flap cleavage, fluorescence, 15 min; Potency, µM (top dose mostly 114 µM), inactives show at the highest dose activity change, negative = inhibition, hits mostly inhibitors; 390,000 tested, 0.35% active; AID 588795; also: nearly all actives have a fitted effect of over 65% in size
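Reaction started by adding substrate (50 nM final) to 10 nM enzyme after 15 min room-temperature compound preincubation. Reads at 0 and 15 min, with data normalized and fitted to a four-parameter Hill equation.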
Starred values were filed as active, the others as inactive; ? = inconclusive; . = not tested or not shown; & = joins results of further samples; [ ] = remark or other dose. Calls follow the shape of the dose curve; as a rule, active = well fitted curve in the direction sought with a large enough effect; inconclusive = small, poorly fitted or top-dose-only effect, or another doubt; inactive = no such curve, though single readings can be large; an effect the other way counts as inactive or inconclusive. Unless noted, % is scaled to controls: 0 for no effect and ±100 for the full control effect; potency is read from the fitted curve at half-maximal effect.

SMILES	KAT2A inh	N370S GC mod	FEN1 inh
O=C1CC(c2ccccc2)Cc2[nH]c(=O)c(C(=O)Nc3cccc(Cl)c3)cc21 (stereo not drawn)	-10%	.	40%[activator]
CCOc1ccc(C(=O)Nc2cccc(-c3nc4cccnc4s3)c2C)cc1OCC	-6%	.	-5%
O=C(Cc1cccs1)Nc1ccc([N+](=O)[O-])cc1	-13%	?	-1%
Cc1ccc(NC(=O)c2cccc3c2C(=O)N(C2CCCCC2)C3)c(C)c1	-7%&-5%	-4%	13%&15%
COc1ccc(CN(C)S(=O)(=O)c2nnc(NC(=O)c3ccccc3)s2)cc1OC	-5%	-4%	-4%
O=C(CNCC1CCCO1)N1CCCCCC1 (stereo not drawn)	0%	-10%	3%
Cc1nn(-c2ccccc2)c2nc(N)c(C(N)=O)cc12	-21%	-3%	-1%
CCOC(=O)C(C(C)=O)C(c1ccc(OCCC(C)C)cc1)C(C(C)=O)C(=O)OCC (stereo not drawn)	-4%	7%	5%
Cc1nn(-c2ccccc2)c(OC(=O)c2ccccc2Cl)c1S(=O)(=O)c1ccccc1	-9%	.	11%
COc1ccccc1CNS(=O)(=O)c1ccc2c(c1)CC(C)N2C(=O)C1CCC1 (stereo not drawn)	-4%&-17%	0%	-3%&-4%
O=C(c1ccccc1)c1ccc(N2CCNCC2)cc1	0%	-11%	.
COCCN(C(=O)Cc1cccs1)c1nnc(-c2ccncc2)s1	0%	-3%	-2%
CCCCCCC1CC(=O)NC(=S)N1 (stereo not drawn)	-1%	10%	24%
COc1ccc(-c2nc(SC)n(S(=O)(=O)c3ccccc3)n2)cc1	-7%	17%	1%
COc1ccc(CN(CCC(c2ccco2)C(C)C)C(C)=O)cc1OC (stereo not drawn)	-1%	0%	1%
CCN(CC)c1ccc2cc(C(N)=O)c(=N)oc2c1	-7%	-2%	-11%
NC(=O)c1cnn(-c2cc(Oc3ccccc3)ncn2)c1N	-1%	-12%	17%
CCN(CC)[C@@H](C)CN1c2ccccc2Sc2ccccc21	-19%[21.4 µM]	-5%[21.6 µM]	.
CC1(C)CC(=O)C(=CN2CCOCC2)C(=O)C1	-17%	4%	4%
CC[C@H](C)C(=O)O[C@H]1CCC=C2C=C[C@H](C)[C@H](CC[C@@H]3C[C@@H](O)CC(=O)O3)[C@H]21	-17%&-11%&-8%	-6%&-2%	-18%

A few values from the results shown:
Result for CC[C@H](C)C(=O)O[C@H]1CCC=C2C=C[C@H](C)[C@H](CC[C@@H]3C[C@@H](O)CC(=O)O3)[C@H]21 in FEN1 inh: -18%
Result for O=C(c1ccccc1)c1ccc(N2CCNCC2)cc1 in KAT2A inh: 0%
Result for CCN(CC)c1ccc2cc(C(N)=O)c(=N)oc2c1 in N370S GC mod: -2%

(cont.)
SMILES	KAT2A inh	N370S GC mod	FEN1 inh
COC(=O)c1ccc(Cl)cc1NC(=O)NCc1c(-n2cccc2)sc2c1CCCC2	-2%	.	3%
COC(=O)CCn1nc(-c2ccc(Cl)cc2)c2ccccc2c1=O	-7%	-4%	-17%
COc1ccc(-c2nn(-c3ccccc3)cc2/C=C(/C#N)C(N)=O)cc1[N+](=O)[O-]	-11%	2%	0%
COc1ccc(C(=O)C[n+]2ccc3ccccc3c2C)cc1	-3%	-1%	6%
CCc1nnc(SCC(=O)Nc2cc(OC)ccc2OC)nc1CC	-14%	.	-12%
CCOC(=O)CSC1=Nc2ccccc2C2=NC(CCC(=O)NCc3ccc(OC)cc3)C(=O)N12 (stereo not drawn)	-1%	.	2%
O=C(CN1CCSC1=NCc1ccccc1)c1ccccc1	-1%	-1%	-3%
O=C(Cc1ccccc1)N1CCN(C(=O)c2ccco2)CC1	4%	5%	9%
Cn1c(=O)n(C)c2cc(NS(=O)(=O)c3ccccc3[N+](=O)[O-])ccc21	-15%	0%	-1%
Cc1ccc(NC(=O)CN2C(=O)CCc3cc(S(=O)(=O)N4CCOCC4)ccc32)cc1N(C)C	-2%	.	-3%
CC(C)(C)c1ccc(C2NC(=O)c3n[nH]c(-c4cccs4)c32)cc1 (stereo not drawn)	0%	.	2%
O=C(Nc1ccc(-c2noc(CCc3ccccc3)n2)cc1)c1ccco1	-7%	2%	-21%
CCN(CC)S(=O)(=O)c1cc(NS(=O)(=O)c2ccccc2)ccc1C	-1%	0%	-14%
CC(=O)N1N=C(N)SC1(C)C	-2%	4%	1%
CCCC(CCC)C(=O)O	-22%&-16%&50%&4%	-22%&1%&-3%&-3%&-4%	-4%&-5%
CCCN(CCC)C(=O)Cn1c2ccccc2c2nc(=O)cc(C)n21	-5%	3%	-9%
COc1ccc(/C=C(/NC(=O)c2ccccc2)C(=O)NC2CCS(=O)(=O)C2)cc1 (stereo not drawn)	1%	-5%	-22%
Brc1ccc(CSc2ccc(-c3ccco3)nn2)cc1	-4%	10%	10%
O=C1C2C3C=CC(C4CC34)C2C(=O)N1/N=C/c1ccc([N+](=O)[O-])o1 (stereo not drawn)	-9%	-7%	3%
C[C@H]1COC(=O)[C@H](Cc2ccc(F)cc2)C/C=C\C[C@@H](CC(=O)N(CCO)Cc2ccccc2)C(=O)N1	3%	.	-15%
COc1ccc(S(=O)(=O)N2Cc3ccccc3CC2C(=O)Nc2ccc(C)cc2)cc1OC (stereo not drawn)	-6%	.	-3%
Cc1nnc(-c2cnn(-c3ccccc3)c2N)n1Cc1ccccc1	-6%	-2%	8%
CC(=O)Nc1ccc(S(=O)(=O)Nc2cc(C)cn(Cc3ccc(C)cc3)c2=O)cc1	-6%	-7%	-5%
Cn1nnnc1SCCCNCc1cccc(OCc2ccccc2F)c1	1%	.	-3%
Cc1ccc2cccnc2c1N	-10%	-2%	-2%
Cc1cc(Cl)ccc1OCCCC(=O)Nc1cccnc1	2%	-1%[2.35 µM]	-2%
Cc1nc2cnc(Oc3ccccc3)nc2n(-c2ccccc2)c1=O	-1%	3%	.
COc1cc2c(cc1OC)-c1n[nH]c(=S)n1C(C)(C)C2	-3%	-3%	-1%
Nc1nnc(C2CCCC2)s1	-5%	8%	-8%
CCOC(C)=O	-5%	1%	.
CCc1nc(N2CCC3(CC2)OCCO3)c2nnn(Cc3ccccc3)c2n1	-11%	-13%	9%
Oc1oc(-c2ccccc2)nc1C=NCc1ccccc1	-3%	-9%	-20%
CCOC(=O)c1ccc(NC(=O)C2CC(=O)N(c3ccc4c(c3)OCCO4)C2)cc1 (stereo not drawn)	-1%	.	-14%
CCOc1cccc(/C=N/NC(=O)c2cc(-c3cccn3C)n[nH]2)c1O	-2%	-15%	6%
O=C(NC1CCCCC1)c1cc(-c2ccc(O)cc2)on1	-7%	-7%	17%
COc1ccc(C(=O)OCC(=O)c2ccc(C)c(S(=O)(=O)N3CCOCC3)c2)cc1OC	-6%	-26%	0%
Cc1ccnc(SCC(=O)N2CCc3ccccc3C2)n1	-3%	-11%	3%
CCOc1ccc(CCNC(=O)C2CCN(C(=O)c3cc4sccc4n3CC)CC2)cc1OCC	-3%	.	2%
O=C(NCC(c1ccco1)N1CCCCC1)c1cc2c(s1)CCCC2 (stereo not drawn)	-1%	.	7%
O=C(NCC1CCCCC1)c1cc([N+](=O)[O-])ccc1Cl	-2%	-1%	-7%

Profiles from above.
`COc1ccc(C(=O)OCC(=O)c2ccc(C)c(S(=O)(=O)N3CCOCC3)c2)cc1OC` across the screens: KAT2A inh = -6%; N370S GC mod = -26%; FEN1 inh = 0%
`Cc1ccnc(SCC(=O)N2CCc3ccccc3C2)n1` across the screens: KAT2A inh = -3%; N370S GC mod = -11%; FEN1 inh = 3%

Other results follow:
SMILES	KAT2A inh	N370S GC mod	FEN1 inh
N#Cc1c(NC(=O)c2cccnc2)sc2c1CCC2	-6%	8%	-3%
COc1ccccc1NC1CCCCC1NS(=O)(=O)c1ccccc1 (stereo not drawn)	-8%	9%	11%
CC(OC(=O)CNC(=O)c1ccc(Cl)c([N+](=O)[O-])c1)C(=O)NC1CCCCC1C (stereo not drawn)	-1%	-12%	1%
c1ccc(-c2nccc(-c3ccco3)n2)nc1	-4%	-5%	-18%
CCN(C(=O)c1cc(Cl)ccc1OC)C1CCCCC1	0%	0%	8%
O=c1c2nnn(-c3ccc(Br)cc3)c2ncn1Cc1ccccn1	-2%	3%	7%
CCCCC(=O)Nc1cccc(-c2nc3ccccc3s2)c1	-5%	.	-2%
Cc1cc(C)cc(NC(=O)CSc2nc(-c3cccc(Cl)c3)nc3c2Cc2c(CO)cnc(C)c2O3)c1	-4%	.	16%
CC(C)(C)n1cnc2cc(NC(=O)c3ccco3)ccc21	-7%	-8%	-6%
CCNc1ncc2ncc(=O)n(C)c2n1	?	?	.
CCCCN(C(=O)CN1C(=O)C2CCCCC2C1=O)c1c(N)n(CCC)c(=O)[nH]c1=O (stereo not drawn)	-5%	2%	3%
CC(=O)Nc1ccc(C(=O)OCC(=O)N(c2ccccc2)C2CCCCC2)cc1	1%	.	5%
O=C(Cc1ccc(-n2c(=O)c3sccc3n(Cc3ccc(F)cc3)c2=O)cc1)NCc1ccco1	-5%	-2%	-4%
COc1ccc(NC(=O)CSCC(=O)NCCc2ccccn2)cc1	1%	5%	-5%
O=C(COc1ccccc1)Nc1ccc([N+](=O)[O-])cc1	-1%	4%	7%
CCn1c(SCC(=O)NNC(=S)Nc2ccc(C)cc2)nnc1-c1ccc(Cl)cc1	1%	3%	11%
CC(C)C[C@H](NC(=O)[C@H](CC(C)C)NC(=O)[C@H](Cc1ccccc1)NC(=O)[C@@H](N)CO)C(=O)N[C@@H](CCCN=C(N)N)C(=O)N[C@@H](CC(N)=O)C(=O)O	35%[activator]	-1%	.
CCOc1ccc(C(=O)NCCc2ccc3c(c2)OCCO3)cc1	3%	5%	-2%
COc1cc(NC(=S)Nc2cccc(C)n2)cc(OC)c1OC	-5%	2%	1%
O=C(c1ccoc1)N1CCC2(CCCN(Cc3ccc(F)c(F)c3)C2)C1 (stereo not drawn)	2%	-1%	8%
CCOc1ccc(C(=O)NCC(=O)OCC(=O)NC2CCCC2)cc1	-2%	-1%	-6%
CN(C(=O)c1cc(S(=O)(=O)N2CCOCC2)cs1)c1ccccc1	-2%	-1%	1%
O=C(CCc1ccccc1)Nc1ccc(S(=O)(=O)N2CCOCC2)cc1	-7%	-12%	-15%
O=C(NCc1ccc(F)cc1)c1cc2n(n1)C(C(F)(F)F)CC(C1CC1)N2 (stereo not drawn)	-5%	4%	7%
C[C@H](CO)N1C[C@H](C)[C@@H](CN(C)Cc2ccc(-c3ccccc3)cc2)Oc2c(NS(=O)(=O)c3ccccc3)cccc2C1=O	-7%	.	-4%
Cc1csc(NC(=O)Cn2nc(C)c([N+](=O)[O-])c2C)n1	-2%	4%	-3%
COc1cccc(-n2c(C)nc3cc(C(=O)O)ccc32)c1	3%&-23%	3%	-16%&0%
CCN(CC)c1ccc(/C=N/NC(=O)Cc2nnc(NC(=O)Nc3ccccc3)s2)cc1	3%	6%	-9%
COc1ccc(NC(=O)CSc2ccccc2)c([N+](=O)[O-])c1	-4%	25%	-3%
COCC(=O)N1CCC[C@@]2(CCN(c3ccccc3)C2)C1	9%	-2%	.

By substructure: the entries above containing a cyano group.
SMILES	KAT2A inh	N370S GC mod	FEN1 inh
COc1ccc(-c2nn(-c3ccccc3)cc2/C=C(/C#N)C(N)=O)cc1[N+](=O)[O-]	-11%	2%	0%
N#Cc1c(NC(=O)c2cccnc2)sc2c1CCC2	-6%	8%	-3%

(list continues)
SMILES	KAT2A inh	N370S GC mod	FEN1 inh
CC(C)c1ccc(C(=O)CC2(O)C(=O)N(CN3CCOCC3)c3ccccc32)cc1 (stereo not drawn)	31%[activator]	3%	2%
CCC(C)(C)NC(=O)C(c1cccc(OC)c1)N(C(=O)CNC(=O)c1cccs1)c1cccnc1 (stereo not drawn)	0%	-16%	-11%
Cc1ccc(OCCNC(=O)/C=C/c2ccco2)cc1C	-20%	-5%	-7%
COc1ccccc1OCCCCCNCCO	0%	-4%	-4%
Fc1cc2[nH]cnc2cc1Cl	?	-9%	-18%
Cc1ccc(NC(=O)NC(C)c2c(-n3cccc3)sc(C)c2C)cc1F (stereo not drawn)	-13%	.	-17%
C=CCN(C(=O)COC(=O)c1cc[n+]([O-])cc1)c1nc(-c2ccccc2)cs1	-7%	.	-15%
CCC1(c2ccc(F)cc2)NC(=O)N(CC(=O)Nc2ccc(C(N)=O)cc2)C1=O (stereo not drawn)	-2%	-3%	-16%
COc1cc(OC)cc(-c2c(C#Cc3ccsc3)c3cc(-c4ccc(OC)cc4F)ccc3n2C)c1	?	.	5%
CC(C)(C)n1ncc2c(=O)n(Cc3cc(F)c(Cl)cc3Cl)cnc21	-4%	.	-4%&-8%
CCN(CC(=O)NC(=O)NCc1ccccc1)CC(=O)Nc1cc(Cl)ccc1C	-4%	.	-1%
CCN(CC(=O)Nc1ccccc1C(F)(F)F)C(=O)/C=C/c1ccc(Cl)c([N+](=O)[O-])c1	-1%	0%	-3%
O=C(CSc1nccn1-c1ccc(F)cc1)Nc1ccc(OC(F)(F)F)cc1	-21%	.	?
